M4 ag – agonists of human muscarinic M4 receptor (CHRM4). activation, % at 3 µM. 360,000 tested, 0.14% active. CHO-K1 hM4/Gqi5, Fluo-8 calcium fluorescence; vehicle 0%, full acetylcholine response 100%. P08173;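 active means activation above the run mean over all test wells plus 3 SD, cut at about 32% in these data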;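 further: peak over basal fluorescence ratio per well then scaled between controls; 0% = DMSO wells and 100% = acetylcholine at EC100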
Target sequence (P08173 whole entry, looked up): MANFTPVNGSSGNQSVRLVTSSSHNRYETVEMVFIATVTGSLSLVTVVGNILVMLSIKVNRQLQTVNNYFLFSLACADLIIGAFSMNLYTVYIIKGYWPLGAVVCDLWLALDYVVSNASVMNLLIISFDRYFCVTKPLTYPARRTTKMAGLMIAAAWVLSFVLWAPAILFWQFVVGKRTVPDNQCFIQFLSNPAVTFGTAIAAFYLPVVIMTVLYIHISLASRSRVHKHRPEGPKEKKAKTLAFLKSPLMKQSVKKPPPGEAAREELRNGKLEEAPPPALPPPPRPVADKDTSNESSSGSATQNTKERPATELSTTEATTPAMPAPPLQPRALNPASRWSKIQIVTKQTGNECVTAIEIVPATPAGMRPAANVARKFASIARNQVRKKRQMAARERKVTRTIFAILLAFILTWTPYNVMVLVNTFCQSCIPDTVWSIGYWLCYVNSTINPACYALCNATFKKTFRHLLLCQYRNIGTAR
M4 antag – antagonists of human muscarinic M4 receptor (CHRM4); inhibition, % at 3 µM; AID 624125; 360,000 tested, 0.73% active; P08173; CHO-hM4 cells, ACh EC80, Fluo-8 calcium fluorescence;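 active means inhibition above its plate's cutoff, the mean inhibition of sample wells plus 3 SD, cut at about 27% in these data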;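 further: 0% = acetylcholine EC80 with DMSO and 100% = DMSO without agonist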
M1 ag – human M1 muscarinic receptor agonism; CHO-K1 hM1, Fluo-8 calcium fluorescence, agonist mode; 0% DMSO, 100% acetylcholine EC100; activation, % at 3 µM; 360,000 tested, 0.33% active; AID 588814;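 active means activation above the run's mean compound activation plus 3 SD, cut at about 16% in these data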;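 further: peak over basal fluorescence ratio within a 140 s kinetic read after compound addition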
Target sequence (P11229 whole entry, looked up): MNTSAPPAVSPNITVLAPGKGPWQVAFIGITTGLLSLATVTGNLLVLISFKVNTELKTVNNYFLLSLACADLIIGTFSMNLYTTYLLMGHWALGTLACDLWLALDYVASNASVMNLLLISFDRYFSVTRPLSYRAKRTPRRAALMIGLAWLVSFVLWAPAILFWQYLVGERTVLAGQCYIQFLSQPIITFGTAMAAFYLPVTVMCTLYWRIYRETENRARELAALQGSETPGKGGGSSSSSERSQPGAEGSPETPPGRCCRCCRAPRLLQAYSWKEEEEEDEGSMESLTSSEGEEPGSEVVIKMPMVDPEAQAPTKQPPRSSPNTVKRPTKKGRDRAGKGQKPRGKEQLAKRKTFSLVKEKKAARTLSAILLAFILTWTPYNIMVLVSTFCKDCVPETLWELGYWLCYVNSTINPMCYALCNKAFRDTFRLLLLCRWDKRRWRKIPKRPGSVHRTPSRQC
CHO-K1 Ca antag – nonselective inhibitor or artifact in parental CHO-K1 cells. ATP-induced calcium, Fluo-8 fluorescence. inhibition, % at 3 µM. 360,000 tested, 0.6% active. AID 602250;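 active means inhibition above a per-plate cutoff, the plate's mean sample inhibition plus 3 SD, cut at about 24% in these data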;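 further: 0% = DMSO plus EC80 ATP and 100% = DMSO alone without ATP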
CHO-K1 Ca ag – nonselective activator or artifact in parental CHO-K1 cells. Fluo-8 calcium fluorescence; scaled to maximal ATP response, vehicle zero. activation, % at 3 µM. 360,000 tested, 0.48% active; in the data active means activation above about 15%;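 further: untransfected CHO-K1 host cells lacking M1 receptor as counterscreen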
CHO parental Ca – counter-screen: ATP calcium response change in parental CHO cells; parental CHO-K1, ATP-induced calcium, Fluo-8 fluorescence; AID 463079; 330,000 tested, 0.63% active; inhibition, % at 5.6 µM;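 active means inhibition above that plate's mean sample inhibition plus 3 SD, cut at about 26% in these data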;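 further: 0% = ATP-challenged DMSO wells and 100% = DMSO wells without ATP; some compounds past the cut are filed as inactive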
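Material: Parental CHO cells | Reagent: ATP | Compound dosing: Single nominal dose of 5.6 µM per compound | Detection: Intracellular calcium via Fluo-8 no-wash fluorescent dye | Read-out: % inhibition of ATP-induced calcium mobilization | Benchmarks: Low control ATP plus DMSO, high control DMSO only | Replicates: Singlicate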
CHRM1 PAM – human CHRM1 positive allosteric modulation; P11229; CHO-K1 hM1, Fluo-8 calcium fluorescence, ACh EC20; 0% = ACh EC20, 100% = maximal ACh; activation, % at 3 µM; 360,000 tested, 0.088% active; AID 588819; in the data active means activation above about 19%, passing the limit was not always enough
M1 antag – antagonists of human M1 muscarinic receptor | CHO-K1 hM1, Fluo-8 calcium fluorescence, ACh EC80 antagonist | AID 588852 | inhibition, % at 3 µM | 360,000 tested, 1.3% active;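 active means percent inhibition above its own plate's cutoff, namely the mean of that plate's compound wells plus 3 SD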;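 further: peak over basal fluorescence ratio during 140 s after agonist addition; 0% = ACh EC80 plus DMSO and 100% = DMSO alone without agonist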
OXTR potentiate – potentiators of human oxytocin receptor; CHO-OTR cells, Fluo-8 calcium fluorescence, potentiator mode; 0% = oxytocin EC15, 100% = EC100; activation, % at 3 µM; AID 2445; 320,000 tested, 0.061% active; P30559;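 active means activation above that plate's cutoff, the mean activation of tested compounds plus 3 SD, cut at about 6.6% in these data, passing the limit was not always enough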;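 further: 100% uses oxytocin at 75 nM as the full agonist control; some results filed as inactive read as strong as hits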
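Assay system: CHO cell line stably expressing human OTR | Also added: Oxytocin at about EC15, sub-maximal agonist stimulus | Times: Compound 6 min at room temperature before oxytocin, 100 s read | Measured by: Fluo-8 intracellular calcium fluorescence, ex 470-495, em 515-575 nm | Controls: EC15 oxytocin alone as 0%, 75 nM oxytocin as 100%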
Starred values were filed as active, the others as inactive.

A first look (3 entries):
`O=S(=O)(c1cccc(-c2cn3cccnc3n2)c1)N1CCCCCC1` gave M4 ag 2, M4 antag 3, M1 ag -4, CHO-K1 Ca antag -1, CHO-K1 Ca ag 0.4, CHO parental Ca -15, CHRM1 PAM 5, M1 antag -6 and OXTR potentiate -3.
CCN(CC)CCn1c(O)c(N=O)c2ccccc21 was read as M4 ag 1, M4 antag 3, M1 ag -14, CHO-K1 Ca antag -21, CHO-K1 Ca ag 0.4, CHO parental Ca -4, CHRM1 PAM 12, M1 antag -14 and OXTR potentiate 0.
CC(C)Cn1c(N)c(C(=O)COC(=O)c2c(F)cccc2F)c(=O)n(C)c1=O was read as M4 ag 18, M4 antag -20, M1 ag 7, CHO-K1 Ca antag -11, CHO-K1 Ca ag 8.6, CHO parental Ca 3, CHRM1 PAM 4, M1 antag -4 and OXTR potentiate -14.

This part in full, repeating the preview:
`O=S(=O)(c1cccc(-c2cn3cccnc3n2)c1)N1CCCCCC1` gave M4 ag 2, M4 antag 3, M1 ag -4, CHO-K1 Ca antag -1, CHO-K1 Ca ag 0.4, CHO parental Ca -15, CHRM1 PAM 5, M1 antag -6 and OXTR potentiate -3.
CCN(CC)CCn1c(O)c(N=O)c2ccccc21 was read as M4 ag 1, M4 antag 3, M1 ag -14, CHO-K1 Ca antag -21, CHO-K1 Ca ag 0.4, CHO parental Ca -4, CHRM1 PAM 12, M1 antag -14 and OXTR potentiate 0.
CC(C)Cn1c(N)c(C(=O)COC(=O)c2c(F)cccc2F)c(=O)n(C)c1=O was read as M4 ag 18, M4 antag -20, M1 ag 7, CHO-K1 Ca antag -11, CHO-K1 Ca ag 8.6, CHO parental Ca 3, CHRM1 PAM 4, M1 antag -4 and OXTR potentiate -14.
CCOC(=O)c1ccc(NC(=O)c2cn(CCC#N)nc2-c2ccc3c(c2)OCCO3)cc1 was read as M4 ag 5, M4 antag -4, M1 ag -7, CHO-K1 Ca antag -6, CHO-K1 Ca ag 1.3, CHO parental Ca -5, CHRM1 PAM 8, M1 antag -7 and OXTR potentiate -3.
CC(C)CN1C(=O)c2ccc(C(=O)Nc3nccs3)cc2C1=O was read as M4 ag 0, M4 antag 9, M1 ag -3, CHO-K1 Ca antag 21, CHO-K1 Ca ag 0.3, CHO parental Ca -8, CHRM1 PAM 8, M1 antag -10 and OXTR potentiate -8.
For CC1(C(=O)NC2CCCC2)CCC(=O)N1C1CCN(Cc2ccccc2)CC1 (stereo not given) the results were M4 ag 0, M4 antag -1, M1 ag -5, CHO-K1 Ca antag 14, CHO-K1 Ca ag 5.9, CHRM1 PAM 14 and M1 antag -19.
`COc1cccc(/C=N/Nc2nc3ccccc3n3cnnc23)c1` gave M4 ag 2, M4 antag -11, M1 ag 0, CHO-K1 Ca antag 14, CHO-K1 Ca ag 0.6, CHO parental Ca -12, CHRM1 PAM -5, M1 antag -2 and OXTR potentiate -11.
For O=C(CCCc1c[nH]c2ccccc12)Nc1ccc(S(=O)(=O)Nc2ncccn2)cc1 the results were M4 ag 0, M4 antag -7, M1 ag -4, CHO-K1 Ca antag -4, CHO-K1 Ca ag 0.8, CHO parental Ca 1, CHRM1 PAM 5, M1 antag -9 and OXTR potentiate -4.
Screening O=C(c1ccc(N2CCN(S(=O)(=O)c3ccccc3)CC2)c([N+](=O)[O-])c1)N1CCOCC1 returned M4 ag 8, M4 antag -13, M1 ag -12, CHO-K1 Ca antag -5, CHO-K1 Ca ag 2.8, CHO parental Ca -9, CHRM1 PAM 3, M1 antag -8 and OXTR potentiate -7.
For O=C(OCN1C(=O)c2ccccc2C1=O)c1cccs1 the results were M4 ag 2, M4 antag -4, M1 ag -4, CHO-K1 Ca antag 2, CHO-K1 Ca ag 0.8, CHO parental Ca -14, CHRM1 PAM 8, M1 antag -3 and OXTR potentiate 0.
Screening C/C(=N\NC(=O)c1ccc(N/N=C(\C)c2ccncc2)cc1)c1ccncc1 returned M4 ag 5, M4 antag 12, M1 ag -7, CHO-K1 Ca antag 3, CHO-K1 Ca ag 1.1, CHO parental Ca -11, CHRM1 PAM 2, M1 antag -3 and OXTR potentiate -4.
Screening COc1ccc([N+](=O)[O-])cc1NC1CCCCC1 returned M4 ag -3, M4 antag 7, M1 ag -1, CHO-K1 Ca antag -6, CHO-K1 Ca ag 0.7, CHO parental Ca -25, CHRM1 PAM 4, M1 antag -4 and OXTR potentiate 0.
For COc1ccc(OC)c(NC(=O)C2CC(=O)n3ncnc3N2)c1 (stereo not given) the results were M4 ag 3, M4 antag 14, M1 ag 0, CHO-K1 Ca antag 15, CHO-K1 Ca ag 0.3, CHO parental Ca -2, CHRM1 PAM 7, M1 antag -1 and OXTR potentiate 0.
`CCCC(=O)Nc1nc2ccc(NC(=O)c3c(F)c(F)c(OC)c(F)c3F)cc2s1` gave M4 ag 9, M4 antag 5, M1 ag -3, CHO-K1 Ca antag -4, CHO-K1 Ca ag 5.6, CHO parental Ca -9, CHRM1 PAM -2, M1 antag -2 and OXTR potentiate -6.
For Nc1cc(Oc2cccnc2)cc([N+](=O)[O-])c1 the results were M4 ag 2, M4 antag -3, M1 ag -3, CHO-K1 Ca antag -18, CHO-K1 Ca ag 1.1, CHRM1 PAM 6 and M1 antag 2.
`CCOC(=O)C1(CCc2ccccc2)CCN(C(=O)c2cc(C)nc(C)n2)CC1` gave M4 ag 1, M4 antag -2, M1 ag -11, CHO-K1 Ca antag 2, CHO-K1 Ca ag 0.2, CHO parental Ca -25, CHRM1 PAM 6, M1 antag 7 and OXTR potentiate -6.
`NC(=S)NNC(=O)c1ccccc1Cl` gave M4 ag 8, M4 antag 4, M1 ag -3, CHO-K1 Ca antag 7, CHO-K1 Ca ag 0.7, CHO parental Ca 5, CHRM1 PAM 7, M1 antag -6 and OXTR potentiate -1.
O=C(CN1CCN(c2ccc(F)cc2)CC1)Nc1ccccc1[N+](=O)[O-] was read as M4 ag 5, M4 antag 1, M1 ag -3, CHO-K1 Ca antag -9, CHO-K1 Ca ag 1.2, CHO parental Ca -21, CHRM1 PAM 3, M1 antag -8 and OXTR potentiate -14.
`O=C1NC(c2ccncc2)Nc2ccccc21` (stereo not given) gave M4 ag 1, M4 antag -4, M1 ag -3, CHO-K1 Ca antag -9, CHO-K1 Ca ag 0.2, CHO parental Ca -3, CHRM1 PAM -3, M1 antag 6 and OXTR potentiate -2.
Screening COCCCn1c(-c2ccc(S(=O)(=O)N3CCOCC3)cc2)csc1=Nc1ccccc1 returned M4 ag 2, M4 antag 7, M1 ag -3, CHO-K1 Ca antag 1, CHO-K1 Ca ag 1.9, CHO parental Ca -2, CHRM1 PAM -11, M1 antag 13 and OXTR potentiate -11.
For COc1ccc(Cl)cc1S(=O)(=O)N1CCN(C(=O)c2cc(OC)c(OC)c(OC)c2)CC1 the results were M4 ag 3, M4 antag -16, M1 ag -2, CHO-K1 Ca antag -9, CHO-K1 Ca ag 0.4, CHRM1 PAM 5 and M1 antag -10.
Screening CC(=O)Nc1ccc(-c2ccnc(-c3ccc(NC(C)=O)cc3)n2)cc1 returned M4 ag 4, M4 antag -9, M1 ag -2, CHO-K1 Ca antag -8, CHO-K1 Ca ag 2.3, CHO parental Ca -10, CHRM1 PAM 6, M1 antag -8 and OXTR potentiate -10.
Screening CCCOc1ccc(C(F)(F)F)cc1NC(=O)CCc1c(C)noc1C returned M4 ag -1, M4 antag 6, M1 ag -4, CHO-K1 Ca antag 9, CHO-K1 Ca ag -1.0, CHO parental Ca -31, CHRM1 PAM 10, M1 antag 14 and OXTR potentiate -7.
Screening COc1ccc(-c2cc(C(=O)OCc3ccccn3)c3ccccc3n2)cc1 returned M4 ag 2, M4 antag 3, M1 ag -3, CHO-K1 Ca antag -11, CHO-K1 Ca ag 0.8, CHO parental Ca -44, CHRM1 PAM 6, M1 antag -10 and OXTR potentiate -12.
`O=C(NCCO)/C(=C/c1ccc(Br)cc1)NC(=O)c1cccs1` gave M4 ag 1, M4 antag 3, M1 ag -3, CHO-K1 Ca antag 12, CHO-K1 Ca ag 0.9, CHO parental Ca 7, CHRM1 PAM 0, M1 antag 1 and OXTR potentiate -1.
For COCc1cc(=O)[nH]c(Nc2nc3ccccc3o2)n1 the results were M4 ag -1, M4 antag -3, M1 ag -2, CHO-K1 Ca antag -6, CHO-K1 Ca ag -0.3, CHO parental Ca 1, CHRM1 PAM 1, M1 antag -5 and OXTR potentiate -5.
For COc1cc(C2C(C(=O)c3ccc(C)o3)=C(O)C(=O)N2c2cc(C)on2)cc(OC)c1OC (stereo not given) the results were M4 ag 1, M4 antag 0, M1 ag -3, CHO-K1 Ca antag -22, CHO-K1 Ca ag 0.7, CHO parental Ca -12, CHRM1 PAM 11, M1 antag -15 and OXTR potentiate -8.
For Cc1ccc(CNC(=O)C(C)OC(=O)c2ccco2)cc1 (stereo not given) the results were M4 ag 2, M4 antag 8, M1 ag -2, CHO-K1 Ca antag -18, CHO-K1 Ca ag 0.1, CHO parental Ca -4, CHRM1 PAM 6, M1 antag -5 and OXTR potentiate 0.
Screening CC(C)C1N=C2c3ccccc3N=C(SCC(=O)NCCc3ccc(S(N)(=O)=O)cc3)N2C1=O (stereo not given) returned M4 ag 0, M4 antag 1, M1 ag 0, CHO-K1 Ca antag -4, CHO-K1 Ca ag 0.5, CHO parental Ca -2, CHRM1 PAM 13, M1 antag -7 and OXTR potentiate -6.
COc1ccc(Br)cc1/C=N/Nc1ccc(S(=O)(=O)Nc2ccccc2C(=O)O)cc1[N+](=O)[O-] was read as M4 ag -1, M4 antag 2, M1 ag -3, CHO-K1 Ca antag -12, CHO-K1 Ca ag -0.2, CHRM1 PAM -1 and M1 antag 0.
C=CCn1cccc(C(=O)Nc2cc(OC)cc(OC)c2)c1=O was read as M4 ag 0, M4 antag 8, M1 ag -4, CHO-K1 Ca antag 0, CHO-K1 Ca ag 0.9, CHO parental Ca -4, CHRM1 PAM 2, M1 antag 0 and OXTR potentiate -7.
Screening CCOCCCNC(=O)C1CCN(S(=O)(=O)CC)CC1 returned M4 ag 0, M4 antag 1, M1 ag -1, CHO-K1 Ca antag -16, CHO-K1 Ca ag 0.5, CHO parental Ca -5, CHRM1 PAM 7, M1 antag -10 and OXTR potentiate -7.
Screening O=C(c1ccco1)N1CCN(CC(O)COc2ccc3oc4ccccc4c3c2)CC1 (stereo not given) returned M4 ag 18, M4 antag 3, M1 ag -6, CHO-K1 Ca antag -17, CHO-K1 Ca ag 10, CHO parental Ca -16, CHRM1 PAM -14, M1 antag 11 and OXTR potentiate -14.

Screening data (PubChem)
